# Screening results from PubChem.
# CHOP UPR activ = activators of apoptotic arm of unfolded protein response (CHOP); activation, % at 10 µM; 330,000 tested, 0.34% active; AID 449763; CHO-CHOP luciferase reporter, UPR activation, luminescence; percent of tunicamycin response over DMSO baseline;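 active = at 10 µM dose, activation of 40% or more, normalized to positive control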;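 note: 100% = tunicamycin at 10 µg/mL and 0% = DMSO alone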
#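 System: CHO CHOP reporter cells. Amount: 500 cells per well. Buffer or medium: F12 medium, 10% FBS. Compound dosing: one dose, 10 µM in 0.5% DMSO. Incubation: 6 h compound exposure at 37 °C after overnight seeding. Technique: Steady-Glo luciferase luminescence. Benchmarks: tunicamycin and DMSO controls.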
# APJ antag = APJ receptor antagonism; P35414; CHO-K1 APJ beta-arrestin complementation, luminescence; inhibition, % at 20 µM; 330,000 tested, 0.32% active;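 active = inhibition above about 40% at 20 µM, limit read from the data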;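 note: cells challenged with 10 nM apelin-13 agonist together with compound; plate controls were apelin-13 plus DMSO wells for no effect and DMSO wells lacking apelin-13 for full effect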
# Target sequence (P35414 whole entry, looked up): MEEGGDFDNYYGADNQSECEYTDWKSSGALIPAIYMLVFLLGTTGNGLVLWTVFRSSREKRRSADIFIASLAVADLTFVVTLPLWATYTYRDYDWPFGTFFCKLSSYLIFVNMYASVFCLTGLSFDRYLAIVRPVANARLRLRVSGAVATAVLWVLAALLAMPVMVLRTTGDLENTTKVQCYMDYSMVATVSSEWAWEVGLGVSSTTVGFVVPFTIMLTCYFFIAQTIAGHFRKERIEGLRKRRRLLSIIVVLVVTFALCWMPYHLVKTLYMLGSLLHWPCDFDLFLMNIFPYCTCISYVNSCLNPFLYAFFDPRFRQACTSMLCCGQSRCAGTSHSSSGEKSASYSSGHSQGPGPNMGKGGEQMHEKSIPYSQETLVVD
# CXCR6 block = inhibitors of human CXCR6 receptor; inhibition, % at 20 µM; AID 602244; 360,000 tested, 0.36% active; CHO-K1 PathHunter CXCR6 beta-arrestin, luminescence; O00574; in the data active = inhibition above about 34%, passing the limit was not always enough;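 note: antagonist mode with CXCL16 agonist at 10 nM final; 0% = 10 nM CXCL16 with DMSO and 100% = unstimulated wells without agonist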
# Target sequence (O00574 whole entry, looked up): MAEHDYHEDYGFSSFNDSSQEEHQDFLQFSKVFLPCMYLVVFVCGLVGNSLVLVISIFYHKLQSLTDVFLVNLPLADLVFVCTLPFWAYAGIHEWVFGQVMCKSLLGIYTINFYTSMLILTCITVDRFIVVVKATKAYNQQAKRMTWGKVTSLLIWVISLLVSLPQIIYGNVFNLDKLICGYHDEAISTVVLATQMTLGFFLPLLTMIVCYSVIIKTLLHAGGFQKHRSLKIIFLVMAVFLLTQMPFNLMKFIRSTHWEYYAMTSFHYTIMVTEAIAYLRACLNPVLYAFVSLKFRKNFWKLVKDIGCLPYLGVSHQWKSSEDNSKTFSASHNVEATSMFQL
# EBI2 antag = EBI2 (human) antagonism. 360,000 tested, 0.81% active. EBI2 beta-arrestin recruitment, luminescence, 7a,25-OHC stimulated. AID 651636. inhibition, % at 5 µM; in the data active = inhibition above about 38%;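 note: enzyme fragment complementation signal reports receptor beta-arrestin coupling in cells; 0% = agonist plus DMSO wells and 100% = wells without agonist; some results beyond the cut were filed as inactive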
# Target sequence (P32249 whole entry, looked up, the tested form may be a part): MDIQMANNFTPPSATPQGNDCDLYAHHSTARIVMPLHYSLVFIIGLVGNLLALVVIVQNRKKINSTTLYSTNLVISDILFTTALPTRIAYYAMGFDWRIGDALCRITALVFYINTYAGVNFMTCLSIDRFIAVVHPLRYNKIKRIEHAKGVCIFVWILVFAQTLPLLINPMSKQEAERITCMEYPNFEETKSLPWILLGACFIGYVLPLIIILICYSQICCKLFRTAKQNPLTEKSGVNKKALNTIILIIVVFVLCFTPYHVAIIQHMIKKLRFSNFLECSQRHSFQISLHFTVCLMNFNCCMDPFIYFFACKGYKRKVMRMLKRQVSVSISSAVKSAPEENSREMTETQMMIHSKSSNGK
# tim23-1 inh = growth inhibitors of tim23-1 mutant yeast. S. cerevisiae tim23-1 growth, BacTiter-Glo luminescence, 24 h. inhibition, % at 20 µM. 330,000 tested, 1.3% active. AID 463212;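 active = growth inhibition of the mutant yeast at or above 50%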;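 note: temperature-sensitive mutant grown at 25 °C; plate controls were DMSO-treated mutant yeast for no effect and medium wells lacking yeast for full effect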
# Mdm2 MdmX PPI = human Mdm2/MdmX binding inhibition | SaOS-2 split-luciferase Mdm2/MdmX complementation, luminescence | inhibition, % at 8 µM | 330,000 tested, 3% active | AID 485346;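 active = inhibition of at least 50% at 8 µM in the primary screen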
# APJ ag = activates the human apelin receptor APJ; P35414; CHO-K1 APJ PathHunter beta-arrestin, luminescence; 0% DMSO wells, 100% apelin; activation, % at 20 µM; 330,000 tested, 0.11% active;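 active = activation more than six SD over the plate average, tested at 20 µM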;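 note: 0% = DMSO alone and 100% = apelin-13 at 10 nM; some results filed as inactive read as strong as hits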
#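 system = engineered CHO-K1 APJ arrestin reporter cells | input = 1000 cells per well | timing = overnight seeding, 90 min compound at 25 °C, 1 h detection | measured by = enzyme-fragment complementation luminescence | read-out = beta-arrestin recruitment to APJ as agonist activity, luminescent signal | control set = negative DMSO alone, positive Apelin-13 at 10 nM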
# CCR6 antagonist = antagonists of human CCR6 receptor | 340,000 tested, 0.49% active | CHO-K1 CCR6 PathHunter beta-arrestin, luminescence, CCL20-stimulated | P51684 | AID 493098 | inhibition, % at 20 µM;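 active = compounds whose inhibition of the agonist-driven luminescence signal at 20 µM reaches about 50%, limit read from the data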;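 note: cells stimulated with CCL20 at 14 nM final; plate controls were DMSO with CCL20 for no effect and DMSO without agonist for full effect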
# UPR XBP1 act = adaptive UPR (XBP1) activation | activation, % at 20 µM | AID 463104 | 330,000 tested, 0.33% active | CHO-XBP1 luciferase reporter, IRE1-XBP1 UPR activation, luminescence; percent of tunicamycin response, DMSO as zero;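 active = versus positive control, 20 µM dose yields 30% or more activation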;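 note: 100% = tunicamycin at 10 µg/mL and 0% = DMSO only wells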
#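 incubation = overnight seeding at 37 °C, 6 h compound treatment at 37 °C | assay system = CHO-XBP1 cells stably carrying IRE1-XBP1-driven luciferase reporter | input = 1000 cells per well | detection = luciferase luminescence | dosing = single point, 20 µM final compound, 1% DMSO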
# * hit, by the source's call; & = joins results of further samples; ! = a repeat was not active. Some of the compounds tested; the hit share may differ from the screen's.
# The line under a structure holds: CHOP UPR activ | APJ antag | CXCR6 block | EBI2 antag | tim23-1 inh | Mdm2 MdmX PPI | APJ ag | CCR6 antagonist | UPR XBP1 act
> CSCCC(NC(N)=O)C(=O)N(C)CC(=O)Nc1cc(C)ccc1C (stereo not given)
→ 0.7 | 5 | -9 | 5 | 6 | 6 | -4 | -14 | 0
> c1ccc(OCCSc2nnnn2C2CCCCC2)cc1
→ 5.3 | 9 | 0 | 13 | 41 | -147 | -3 | 21 | -2
> Cc1cc(Cl)ccc1OCC(=O)NNC(=O)C1CCCO1 (stereo not given)
→ -0.2 | 14 | 5 | 3 | -1 | 5 | -3 | 13 | -2
> C(=C\n1nnc2ccccc21)/c1ccccn1
→ 0.2 | 22 | 7 | -23 | 15 | -61 | -5 | -1 | -2
> CN(C(=O)CCNC(=O)Cn1cnc2ccccc2c1=O)c1ccccc1F
→ -1.1 | 0 | 1 | -15 | 9 | 7 | -2 | -7 | -4
> Cc1ccc(N(CC(=O)Nc2ccccc2-c2ccccc2)S(=O)(=O)c2ccccc2)c(C)c1
→ 0.2 | 12 | 0 | 9 | 28 | 19 | -6 | 14 | -1
> COc1ccc(NC(=O)Nc2ccc3c(c2)OCO3)c(C)c1
→ 3.2 | -27 | 1 | 0 | -4 | -32 | 0 | 6 | 4
> Cn1cc(CCNC(=O)C2CCC(=O)N(CCc3ccc(Cl)cc3)C2)cn1 (stereo not given)
→ 0.9 | -2 | 8 | -5 | 12 | -7 | -4 | 6 | -4
> COc1ccc(CC(=O)OCC(=O)Nc2ccc(Cl)cn2)cc1
→ -1.7 | 9 | 1 | -2 | 1 | 2 | -2 | -3 | 3
> c1ccc(-c2nc3nc4ccccc4nc3n2Cc2ccco2)cc1
→ 2.2 | -2 | 13 | 12 | 42 | -37 | -1 | 15 | 2
> COc1ccc(NC(=O)C2Cc3cccc(OC)c3O/C2=N\O)cc1 (stereo not given)
→ 0.3 | -7 | -4 | -8 | 28 | -27 | -3 | -1 | -1
> COc1cccc(OC)c1OCCCCN1CCCCC1
→ 1.5 | 7 | 12 | -8 | 8 | 3 | -2 | -4 | -5
> C[C@H]1CN([C@@H](C)CO)C(=O)c2cc(NC(=O)C3CCCCC3)ccc2O[C@H]1CN(C)S(=O)(=O)c1ccccc1
→ 0.8 | 18 | 9 | 13 | 15 | -11 | -4 | 15 | 1
> Cc1sc(NC(=O)COc2cccc(-n3cnnn3)c2)c(C#N)c1C
→ -0.7 | 20 | -11 | 11 | -17 | 13 | -3 | -6 | 4
> COC(=O)c1ccc(CNC(=O)COC(=O)/C=C/c2ccc(O)c(OC)c2)cc1
→ -1.5 | 4 | 0 | 4 | 4 | 12 | -4 | 0 | 0

# Following part:
# The line under a structure holds: CHOP UPR activ | APJ antag | CXCR6 block | EBI2 antag | tim23-1 inh | Mdm2 MdmX PPI | APJ ag | CCR6 antagonist | UPR XBP1 act
> Cc1cc(C(=O)Nc2ccc(Cl)cc2)n(-c2ccccc2)n1
→ 2.6 | -6 | 4 | 4 | 22 | -27 | -1 | 20 | 3
> O=C(c1ccco1)N1CCN(C(=O)c2snc3ccc(Cl)cc23)CC1
→ -1.4 | 0 | 5 | -2 | 9 | -4 | -4 | 3 | -7
> Nn1c(SCC(=O)Nc2ccccc2)nnc1C1CCCCC1
→ -2.0 | -40 | 0 | -7 | -2 | 16 | 4 | -2 | 3
> CC1CNCCN1S(=O)(=O)c1cccc2cnccc12 (stereo not given)
→ 0.1&-1.6 | -9&6 | -1&-9 | 4&-1 | 6&-13 | 55*! | -2&-4 | 9&-4 | -7&-9
> COc1ccc(C2C(C(N)=O)=C(C)Nc3nc(CCCO)nn32)cc1OC (stereo not given)
→ 1.0 | -15 | -7 | -7 | -7 | 14 | -3 | 3 | -6
> COc1ccc(-c2cc(C3CCN(Cc4ccc([N+](=O)[O-])cc4)CC3)[nH]n2)cc1
→ -2.3 | -32 | -8 | 33 | -2 | 40 | -3 | 9 | -4
> CC(=O)N1CCc2cc(S(=O)(=O)NCCC(=O)N3CCN(c4ccccn4)CC3)ccc21
→ 0.0 | -4 | -5 | -8 | 11 | 7 | 0 | -7 | -1
> CCN1CCN(C(=S)NC(C)c2ccccc2)CC1 (stereo not given)
→ -0.8 | -3 | -1 | -25 | 11 | 7 | -4 | 7 | -2
> CCOc1ccc(Cn2c3ccc(OC)cc3c3nc4ccccc4nc32)cc1OC
→ 1.8 | 21 | -5 | 28 | 10 | 3 | -3 | -18 | 118*
> COC(=O)C(=Cc1ccccc1[N+](=O)[O-])C(=O)OC
→ 25 | -3 | 10 | -39 | 44 | 47 | -1 | 16 | -3
> CC(=O)N1CCN(CCS(=O)(=O)c2cc(Cl)ccc2Cl)CC1
→ 0.0 | 3 | 4 | -15 | 17 | 23 | -2 | 3 | -3
> CC(Cc1ccccc1)N1C(=O)c2cccc([N+](=O)[O-])c2C1=O (stereo not given)
→ 1.6 | -2 | -7 | 2 | 29 | 6 | 2 | 3 | -1
> COc1ccccc1NC(=O)C(=O)c1cn(CC(=O)N2CCOCC2)c2ccccc12
→ 4.5 | 20 | -2 | 5 | 3 | -66 | -1 | 13 | 7
> COc1ccccc1NC(=O)N1CCCC1C(=O)NC12CC3CC(CC(C3)C1)C2 (stereo not given)
→ 1.1 | -15 | 6 | 0 | 22 | 12 | -3 | 3 | 2
> COc1cc(CNCCN2CCOCC2)ccc1OCc1ccccc1Cl
→ -0.8 | 4 | -3 | 1 | 10 | -17 | -1 | 3 | 4

# Structures from the list above that contain a halogen, in the order listed:
# The line under a structure holds: CHOP UPR activ | APJ antag | CXCR6 block | EBI2 antag | tim23-1 inh | Mdm2 MdmX PPI | APJ ag | CCR6 antagonist | UPR XBP1 act
> Cc1cc(Cl)ccc1OCC(=O)NNC(=O)C1CCCO1 (stereo not given)
→ -0.2 | 14 | 5 | 3 | -1 | 5 | -3 | 13 | -2
> CN(C(=O)CCNC(=O)Cn1cnc2ccccc2c1=O)c1ccccc1F
→ -1.1 | 0 | 1 | -15 | 9 | 7 | -2 | -7 | -4
> Cn1cc(CCNC(=O)C2CCC(=O)N(CCc3ccc(Cl)cc3)C2)cn1 (stereo not given)
→ 0.9 | -2 | 8 | -5 | 12 | -7 | -4 | 6 | -4
> COc1ccc(CC(=O)OCC(=O)Nc2ccc(Cl)cn2)cc1
→ -1.7 | 9 | 1 | -2 | 1 | 2 | -2 | -3 | 3
> Cc1cc(C(=O)Nc2ccc(Cl)cc2)n(-c2ccccc2)n1
→ 2.6 | -6 | 4 | 4 | 22 | -27 | -1 | 20 | 3
> O=C(c1ccco1)N1CCN(C(=O)c2snc3ccc(Cl)cc23)CC1
→ -1.4 | 0 | 5 | -2 | 9 | -4 | -4 | 3 | -7
> CC(=O)N1CCN(CCS(=O)(=O)c2cc(Cl)ccc2Cl)CC1
→ 0.0 | 3 | 4 | -15 | 17 | 23 | -2 | 3 | -3
> COc1cc(CNCCN2CCOCC2)ccc1OCc1ccccc1Cl
→ -0.8 | 4 | -3 | 1 | 10 | -17 | -1 | 3 | 4

# Additional records follow.
# The line under a structure holds: CHOP UPR activ | APJ antag | CXCR6 block | EBI2 antag | tim23-1 inh | Mdm2 MdmX PPI | APJ ag | CCR6 antagonist | UPR XBP1 act
> CC(=O)Nc1ccc(N2N=C(C)C(N=Nc3ccccc3)C2=O)cc1 (stereo not given)
→ 3.4 | 23 | 13 | 15 | -18 | -5 | -6 | 28 | 0
> O=C(Nc1ccnn1C1CCN(C(=O)c2cccc(Cl)c2)CC1)C1CCOC1 (stereo not given)
→ 1.5 | 1 | 1 | -5 | -14 | 4 | -1 | -5 | -4
> Cc1nc2ccccc2c(=O)n1NC(=O)c1c(F)cccc1F
→ -0.7 | 5 | -1 | 4 | 12 | -22 | 0 | 0 | -4
> CCOC(=O)/C(=C/c1c(C)n(C)c2ccc([N+](=O)[O-])cc12)C(C)=O
→ 1.7 | 18 | 15 | 22 | 49 | 40 | -4 | 34 | -1
> C=CCn1c(CCC(O)CCCCC)n[nH]c1=S (stereo not given)
→ 0.9 | 13 | -13 | -2 | 1 | -5 | -2 | 12 | 2
> O=C(NCCc1ccccc1)NC1CCCCC1
→ -0.1 | 4 | 7 | -6 | 1 | -49 | -3 | -3 | 1
> CCOC(=O)c1cnc2ccc(C(=O)OC)cc2c1NCCN1CCOCC1
→ -0.6 | 20 | 5 | 26 | 18 | 10 | 1 | -1 | -1
> Cc1ccc(OCC(=O)NC(=S)Nc2ccccn2)c(Br)c1
→ -6.0 | -6 | 1 | -8 | 8 | 25 | -5 | -3 | -7
> Cc1cc(C)c(OCC(=O)NCCCn2nc(C)cc2C)c(C)c1
→ -0.2 | -4 | -5 | 14 | 16 | 10 | -4 | 4 | -3
> COCC(C)n1c(SCC(=O)NNC(=O)c2ccc(F)cc2)nc2ccccc2c1=O (stereo not given)
→ -0.9 | -12 | 0 | 3 | 0 | -9 | -6 | 13 | 1
> CCOc1ccccc1NC(=O)CSc1n[nH]c(N)n1
→ -1.1 | 3 | -7 | 4 | 7 | -44 | 1 | 1 | 1
> C/C(=N\NC(=O)c1cc(C)[nH]n1)c1ccc(-c2ccccc2)cc1
→ 8.7 | 2 | -1 | 23 | -5 | 22 | 0 | 8 | 1
> O=C(Nc1ccc(S(=O)(=O)Nc2ncccn2)cc1)c1ccc(Br)s1
→ 1.5 | -20 | -10 | -6 | 2 | -13 | -4 | 3 | -1
> Cc1oc(-c2ccc(Cl)cc2)nc1CN1CCC(C(=O)NCC2CCCO2)CC1 (stereo not given)
→ -1.0 | 7 | 12 | -1 | -13 | 14 | -1 | 2 | -4
> O=C(COc1ccccc1F)c1ccc(O)cc1O
→ -0.1 | 18 | 9 | -4 | 13 | 7 | -3 | 15 | 2
> CS(=O)(=O)N(CC(=O)N1CCN(c2ccccc2F)CC1)c1cccc(C(F)(F)F)c1
→ -2.2 | 2 | -6 | 10 | 16 | 13 | 0 | 13 | -5

# Random excerpt: 5 compounds from above
# The line under a structure holds: CHOP UPR activ | APJ antag | CXCR6 block | EBI2 antag | tim23-1 inh | Mdm2 MdmX PPI | APJ ag | CCR6 antagonist | UPR XBP1 act
> CC(Cc1ccccc1)N1C(=O)c2cccc([N+](=O)[O-])c2C1=O (stereo not given)
→ 1.6 | -2 | -7 | 2 | 29 | 6 | 2 | 3 | -1
> COc1cccc(OC)c1OCCCCN1CCCCC1
→ 1.5 | 7 | 12 | -8 | 8 | 3 | -2 | -4 | -5
> COc1ccccc1NC(=O)C(=O)c1cn(CC(=O)N2CCOCC2)c2ccccc12
→ 4.5 | 20 | -2 | 5 | 3 | -66 | -1 | 13 | 7
> O=C(NCCc1ccccc1)NC1CCCCC1
→ -0.1 | 4 | 7 | -6 | 1 | -49 | -3 | -3 | 1
> Cc1cc(C)c(OCC(=O)NCCCn2nc(C)cc2C)c(C)c1
→ -0.2 | -4 | -5 | 14 | 16 | 10 | -4 | 4 | -3
